Source: PubChem BioAssay (The Scripps Research Institute Molecular Screening Center)
PRMT1 FP inh – blocks human protein arginine methyltransferase 1 | Q99873 | recombinant PRMT1, activity-based probe fluorescence polarization | inhibition, % at 2.79 µM | 1.3% of 370,000 active | AID 652257;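 active = inhibition above about 21% made by adding two undisclosed values, limit read from the data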
Tn6 DDE FP – DD(E)-Tn6 binding inhibition, primary FP screen; P02675; Fibrin DD(E) TRITC-Tn6 fluorescence polarization displacement; inhibition, % at 8.3 µM; 0.21% of 370,000 active; AID 720509;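 active = inhibition above a per-campaign cutoff: mean of compounds within control limits plus 3 SD, cut at about 15% in these data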;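 also: 0% = median of all compound wells on the plate and 100% = blocking peptide control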
Target sequence (P02675 whole entry, looked up): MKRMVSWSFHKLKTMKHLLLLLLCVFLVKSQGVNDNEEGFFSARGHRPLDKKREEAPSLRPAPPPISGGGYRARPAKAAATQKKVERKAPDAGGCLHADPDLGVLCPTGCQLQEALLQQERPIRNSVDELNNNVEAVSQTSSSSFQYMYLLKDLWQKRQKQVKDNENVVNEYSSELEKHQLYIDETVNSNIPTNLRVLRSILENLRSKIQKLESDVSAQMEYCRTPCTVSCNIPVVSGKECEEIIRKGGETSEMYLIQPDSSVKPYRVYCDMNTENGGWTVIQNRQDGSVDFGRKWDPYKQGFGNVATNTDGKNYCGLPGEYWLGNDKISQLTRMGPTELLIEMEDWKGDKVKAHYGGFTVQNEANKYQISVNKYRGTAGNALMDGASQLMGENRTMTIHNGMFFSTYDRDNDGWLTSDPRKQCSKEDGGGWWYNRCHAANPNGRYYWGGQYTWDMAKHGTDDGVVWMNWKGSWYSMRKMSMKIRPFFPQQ
KLK7 zymogen act – activators of human kallikrein-7 zymogen; activation, % at 7 µM; P49862; 0.9% of 370,000 active; AID 652039; purified proKLK7, EDANS-DABCYL substrate fluorescence; 100% is mature enzyme control, 0% vehicle;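 active = activation above the mean of all tested compounds plus 3 SD, computed per campaign excluding outliers beyond control limits, cut at about 13% in these data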
TCR-CD3 inh – human TCR-CD3 binding inhibition; TAMRA-labeled TCR probe fluorescence, biochemical; inhibition, % at 9.4 µM; 0.37% of 360,000 active; AID 651800; in the data active = inhibition above about 19%;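 also: recombinant mutant TCR 2C K166C tagged with TAMRA read by polarization; 0% = receptor in buffer alone and 100% = receptor with positive control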
LEDGF integ inh – blocks HIV-1 LEDGF/p75-dependent DNA integration | AID 743269 | TR-FRET IN-LEDGF/p75 DNA integration, Eu/Cy5 | 0.64% of 370,000 active | inhibition, % at 3.7 µM;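 active = inhibition above the screen-wide mean plus 3 SD, cut at about 13% in these data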;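 also: signal is the Cy5 over europium emission ratio at 671 and 618 nm; 0% = plate median of compound wells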
TDP2 absorb – blocks human TDP2 phosphodiesterase activity; AID 720702; 0.34% of 370,000 active; recombinant TDP2, T5PNP hydrolysis, p-nitrophenol absorbance 415 nm; O95551; inhibition, % at 12.8 µM;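 active = inhibition above the mean of all tested compounds plus 3 SD, set per campaign, cut at about 25% in these data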;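 also: 0% = DMSO with enzyme and 100% = buffer with substrate but no TDP2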
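Read-out basis: percent inhibition. System: recombinant human TDP2. Buffer or medium: Mg2+-containing Tris-HCl buffer, pH 7.5. Repeats: single replicate. Timing: reaction 2 h, 37 °C. Benchmarks: high control without enzyme, low control DMSO plus TDP2. Probe or stimulus: 5 mM T5PNP. Doses: 12.8 µM only. Measured by: epi absorbance of p-nitrophenol freed from T5PNP by hydrolysis.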
SIAE primary – inhibitors of human sialic acid acetylesterase SIAE | Q9HAT2 | SIAE FP-Rh probe binding, fluorescence polarization | inhibition, % at 9.66 µM | 0.69% of 370,000 active;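 active = inhibition above a cutoff: mean of compounds within the control limits plus 3 SD of those, cut at about 17% in these data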;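 also: 0% = plate median of compound wells and 100% = probe without SIAE protein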
Target sequence (Q9HAT2 whole entry, looked up): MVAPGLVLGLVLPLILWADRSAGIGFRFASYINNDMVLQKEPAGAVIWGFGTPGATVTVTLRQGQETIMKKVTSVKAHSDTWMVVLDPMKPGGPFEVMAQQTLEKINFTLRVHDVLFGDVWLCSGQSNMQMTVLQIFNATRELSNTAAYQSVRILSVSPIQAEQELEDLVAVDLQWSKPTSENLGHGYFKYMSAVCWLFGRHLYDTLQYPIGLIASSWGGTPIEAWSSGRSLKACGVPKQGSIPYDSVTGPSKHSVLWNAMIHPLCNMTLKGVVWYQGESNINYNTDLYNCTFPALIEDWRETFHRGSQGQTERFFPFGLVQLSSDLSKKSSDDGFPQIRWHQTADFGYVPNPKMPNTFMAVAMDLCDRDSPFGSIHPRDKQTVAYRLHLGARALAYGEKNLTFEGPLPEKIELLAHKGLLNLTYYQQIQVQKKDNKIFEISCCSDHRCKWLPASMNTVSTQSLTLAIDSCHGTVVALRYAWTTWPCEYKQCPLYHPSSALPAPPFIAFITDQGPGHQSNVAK
DDE Tn7 FP inh – inhibitors of Tn7 peptide binding to human fibrin DD(E). P02675. FP displacement of FITC-Tn7 peptide from fibrin DD(E); 0% = median of compound wells per plate. inhibition, % at 8.3 µM. 0.13% of 370,000 active. AID 720508;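 active = inhibition above the mean of compounds falling within the control limits plus 3 SD of them, cut at about 14% in these data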;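 also: 0% = plate median of compound wells and 100% = 10 µM Aha-Tn7 peptide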
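Assay system: Fibrin-DD(E) protein isolated from polymerized human fibrin clots; read-out basis: percent inhibition; medium: Tris/NaCl/CaCl2 buffer, pH 7.8; signal: FP measurement; incubation: 10 min plus 3 h, room temperature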
UHRF1 binding – blocks human UHRF1 binding to methylated DNA; UHRF1 binding to methylated oligo, TR-FRET; inhibition, % at 4.4 µM; 0.75% of 370,000 active; in the data active = inhibition above about 21%;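 also: UHRF1 SRA domain binding a hemimethylated CpG hairpin DNA probe; 0% = median of test compound wells and 100% = reference inhibitor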
MBD2 DNA inh – inhibitors of human MBD2 binding to methylated oligonucleotide; Q9UBB5; TR-FRET; inhibition, % at 4.4 µM; 0.31% of 370,000 active; AID 686964; in the data active = inhibition above about 13%
* = called active by the depositor; . = not tested or not shown.

SMILES	PRMT1 FP inh	Tn6 DDE FP	KLK7 zymogen act	TCR-CD3 inh	LEDGF integ inh	TDP2 absorb	SIAE primary	DDE Tn7 FP inh	UHRF1 binding	MBD2 DNA inh
COC(=O)c1ccc(NS(=O)(=O)c2ccc(S(=O)(=O)N3CCOCC3)cc2)cc1	-2	5	0.2	-7	6	-7	11	-1	2	-5
COc1ccc(N2CC(NC(=O)N3CCN(C(=O)c4ccco4)CC3)CC2=O)cc1OC (stereo not given)	-7	3	-0.2	-4	1	-16	-2	3	0	-3
COc1cccc(C(=O)OCC(=O)c2c[nH]c3ccccc23)c1OC	1	3	-0.3	6	-4	-7	1	-1	-2	0
CCCNC(=O)COC(=O)/C=C/c1ccco1	-2	2	-0.6	4	-3	2	1	1	-3	-1
COc1ccc([C@H]2CC(=O)C[C@@H](CCn3cc(-c4ccccc4)nn3)O2)cc1	1	-3	1.0	7	8	-5	0	-2	20	12
CCCn1nnnc1NC(=O)c1cc(Cl)ccc1Cl	-1	-4	0.4	-13	0	2	6	-1	-2	6
O=C1CCc2cc(NS(=O)(=O)c3ccccc3)cc3c2N1CC3	-3	-9	0.1	1	1	-6	4	1	1	-4
O=c1c2cc(F)ccc2sn1-c1ccccc1	89*	-3	0.2	8	1	4	9	1	1	1
CC(C)NC(=O)C1(C)CN(S(C)(=O)=O)CC(=O)N1CCc1ccc(O)cc1 (stereo not given)	-2	7	1.0	2	-1	0	8	5	0	-2
C=CCN1C(=O)[C@@H](CC(=O)NCCCOC)[C@]2(C(=O)OC)CCCCC=C12	-5	-2	-0.4	.	3	-3	1	-7	5	-4
Cn1c(N)c(C(=O)COC(=O)C2(c3ccc(F)cc3)CCCC2)c(=O)n(C)c1=O	1	3	-0.1	-1	-1	-1	2	7	2	4
CS(=O)(=O)N(Cc1ccccc1)c1ccc(C(=O)NCc2ccccc2)cc1	-1	-4	0.7	-7	-3	-1	-11	-2	0	5
COc1ccc(NC(=O)CN2CCCCC2)cc1	-2	3	-0.2	5	1	0	2	-5	-1	1
COc1cc(CNC(C)c2ccccc2)c(Br)cc1OCC(N)=O (stereo not given)	-2	3	0.1	6	2	5	-2	-7	-6	0
O=C(c1ccccc1)N1CCN(c2ccc([N+](=O)[O-])cc2-n2cccc2)CC1	-1	-2	0.4	-2	3	-19	6	6	0	-6
CCOC(=O)CN1C(=O)CC(c2ccccc2)C1=O (stereo not given)	0	4	0.3	-2	3	-2	-11	2	-3	-5
COC(=O)C[C@@H]1C=C[C@H](NC(=O)Cc2ccccn2)[C@@H](CO)O1	-2	6	-0.3	6	2	-6	-1	-14	2	-6
CCN(C(=S)Nc1ccc(C(C)=O)cc1)C1CCCCC1	-2	3	0.2	2	1	-15	-2	2	-2	-2
CCCCC(=O)N/N=C(/C)C1=C(C)C(C)(C)OC1=O	5	4	-0.6	-4	-2	2	1	-3	0	1
COc1cccc(CNC(=O)c2cc(S(=O)(=O)N3CCCCC3)c[nH]2)c1	2	0	-0.2	2	-3	-2	-10	-1	1	4

Overlap with the part before: 2 compounds, then new ones.
SMILES	PRMT1 FP inh	Tn6 DDE FP	KLK7 zymogen act	TCR-CD3 inh	LEDGF integ inh	TDP2 absorb	SIAE primary	DDE Tn7 FP inh	UHRF1 binding	MBD2 DNA inh
CCCCC(=O)N/N=C(/C)C1=C(C)C(C)(C)OC1=O	5	4	-0.6	-4	-2	2	1	-3	0	1
COc1cccc(CNC(=O)c2cc(S(=O)(=O)N3CCCCC3)c[nH]2)c1	2	0	-0.2	2	-3	-2	-10	-1	1	4
COCCn1c(SCC(=O)NCc2ccc3c(c2)OCO3)nnc1-c1c[nH]c2ccccc12	6	-1	-0.5	-5	0	-10	-2	1	1	3
C=CCc1c(C)nc2cc(-c3ccc(C)cc3)[nH]n2c1=O	-2	-4	-3.6	3	5	-4	4	-3	0	0
COc1ccc(S(=O)(=O)N2CCN(C(=O)/C=C/c3ccco3)CC2)cc1	17	6	-0.1	1	4	8	-1	-5	0	6
O=C(NC(Cc1ccccc1)C(=O)O)/C(=C/c1ccc([N+](=O)[O-])cc1)NC(=O)c1ccc(Br)o1 (stereo not given)	14	-2	-0.4	3	-1	-1	-3	2	-1	1
COc1ccc(S(=O)(=O)NCC(c2cccnc2)N2CCN(Cc3ccccc3)CC2)cc1 (stereo not given)	-2	3	-0.1	10	1	4	6	1	1	2
CC(O)CNCCNCc1c(OCc2ccccc2)ccc2ccccc12 (stereo not given)	1	2	-1.1	-9	6	-2	-6	-7	-2	-1
COc1ccc(C(=O)NC(=S)Nc2ccc(CN3CCCCC3)cc2)cc1Cl	11	-8	-0.1	-2	2	-18	-12	8	1	6
COc1ccc(Cn2cc(Cn3c4ccccc4c(=O)n3C(C)C)nn2)cc1	0	-3	2.0	-5	-5	-1	-4	3	2	2
CCN(Cc1ccccc1)C(=O)Cc1c[nH]c2ccccc12	4	-2	0.4	-6	1	-5	4	2	3	-5
O=C(CNC(=O)C12CC3CC(CC(C3)C1)C2)NCc1ccccc1	-2	11	0.1	-1	-1	5	4	-4	1	0
CCn1c(CC(=O)Nc2ccccc2)nnc1SCC(=O)NC1CCCC1	-6	1	-0.8	-2	4	-3	7	0	2	-5
Cc1ccc(CNC(=O)Cn2c(=O)n(-c3ccccc3)c(=O)c3sccc32)cc1	-3	3	0.2	7	0	-10	-5	0	2	-1
COc1ccccc1NC1=CC(=O)CC(c2ccccc2)C1 (stereo not given)	-2	-4	-0.4	2	-2	4	-3	3	0	-3
C=CCn1c(SCC(=O)Nc2ccc(-c3nc4ccc(C)cc4s3)cc2)nnc1-c1ccccc1	4	3	26*	2	0	10	-23	3	2	2
CC1CCN(S(=O)(=O)c2ccc(C(=O)N3CCN(c4ccccc4F)CC3)cc2)CC1	3	7	0.5	1	-2	6	2	1	0	-4
Cc1ccc(NC(=O)COC(=O)c2cccnc2)cc1	-1	4	-0.4	6	-1	10	5	8	-2	3
CCc1ccc(C(=O)CN2C(=O)NC3(CCc4ccccc43)C2=O)cc1 (stereo not given)	1	-3	-0.3	8	-1	15	11	3	5	5
O=c1cc(CSc2ccc(Cl)cc2)nc(N2CCOCC2)[nH]1	1	-2	-0.4	-1	3	1	5	3	6	2
COc1ccc(CNC(=O)c2cc(=O)c3ccccc3o2)cc1	4	5	0.4	-3	0	2	7	2	4	4
CCOC(=O)c1c(S(=O)(=O)N2CCCCCC2)c(C)n(C)c1C	3	-8	-0.1	4	-1	7	-4	3	11	4

Entries of single compounds, looked up by structure. Order of screens: PRMT1 FP inh | Tn6 DDE FP | KLK7 zymogen act | TCR-CD3 inh | LEDGF integ inh | TDP2 absorb | SIAE primary | DDE Tn7 FP inh | UHRF1 binding | MBD2 DNA inh
C=CCn1c(SCC(=O)Nc2ccc(-c3nc4ccc(C)cc4s3)cc2)nnc1-c1ccccc1 reads 4 | 3 | 26* | 2 | 0 | 10 | -23 | 3 | 2 | 2
COc1ccc(Cn2cc(Cn3c4ccccc4c(=O)n3C(C)C)nn2)cc1 reads 0 | -3 | 2.0 | -5 | -5 | -1 | -4 | 3 | 2 | 2
CCc1ccc(C(=O)CN2C(=O)NC3(CCc4ccccc43)C2=O)cc1 (stereo not given) reads 1 | -3 | -0.3 | 8 | -1 | 15 | 11 | 3 | 5 | 5
CCN(Cc1ccccc1)C(=O)Cc1c[nH]c2ccccc12 reads 4 | -2 | 0.4 | -6 | 1 | -5 | 4 | 2 | 3 | -5
O=C(CNC(=O)C12CC3CC(CC(C3)C1)C2)NCc1ccccc1 reads -2 | 11 | 0.1 | -1 | -1 | 5 | 4 | -4 | 1 | 0

The listing continues.
SMILES	PRMT1 FP inh	Tn6 DDE FP	KLK7 zymogen act	TCR-CD3 inh	LEDGF integ inh	TDP2 absorb	SIAE primary	DDE Tn7 FP inh	UHRF1 binding	MBD2 DNA inh
NC(=O)CSCc1nc2ccccc2s1	27*	0	-0.2	5	1	3	2	0	1	7
Cn1c(C(=O)NCc2ccc3c(c2)OCO3)cc2sccc21	-4	4	0.2	-4	-4	5	1	-2	0	0
Cc1cc2nc(CS(=O)(=O)c3ccccc3)cc(=O)n2[nH]1	0	5	0.5	9	-2	-8	6	-3	1	-4
CC1(NC(=S)NCCCCCCNC(=S)NC2(C)CCS(=O)(=O)C2)CCS(=O)(=O)C1 (stereo not given)	-4	6	0.5	3	2	20	3	2	-1	-3
C=CCOc1ccc(/C=C\c2nc(O)c([N+](=O)[O-])c(=O)[nH]2)cc1OCC	-1	-4	0.2	6	7	-7	1	1	1	6
CN1C2C=C3C(C#N)=C(N)C(C#N)(C#N)[C@@H](c4cccs4)C3C1CC2 (stereo not given in full)	6	5	3.0	3	1	2	-5	-2	-2	1
Cc1ccc(OC(C)C(=O)Nc2ccc(C)c(S(=O)(=O)Nc3ccc(C)cc3C)c2)cc1 (stereo not given)	0	-7	0.0	-8	2	-14	-55	-4	6	0
O=[N+]([O-])c1ccc2c(c1)C(N1CCOCC1)/C(=C/COc1ccc(Cl)cc1Cl)O2 (stereo not given)	-3	3	0.2	-5	0	3	-1	-4	2	-3
COc1cccc(CNS(=O)(=O)c2cc(Br)ccc2Br)c1OC	2	-3	0.3	5	-8	-5	-3	5	0	7
COCCNC(=O)C(c1ccc(C)o1)N(C(=O)c1snc(C(N)=O)c1N)c1cccc(C)c1 (stereo not given)	0	5	3.2	-5	3	-5	11	-3	-2	5
CC(C)(C)c1cc(NC(=O)Nc2ccc(Cl)cc2Cl)no1	-1	2	-0.2	-1	3	-7	0	1	3	-1
CCOC(=O)C1(CCCc2ccccc2)CCN(C2CCSCC2)CC1	-1	-2	-0.2	-3	1	1	0	0	-1	2
Cc1ccc2c(c1)C(c1ccccc1)C(=O)O2 (stereo not given)	-2	8	-0.3	5	-5	-6	0	-3	2	-3
Cc1ccc(S(=O)(=O)N2CCN(C(=O)CNC(=O)c3ccc(Cl)cc3)CC2)cc1	-3	-3	0.8	9	3	8	-2	3	0	-2
CC(C)(C)OC(=O)N[C@@H](Cc1ccccc1)[C@H](O)c1ccco1	-2	-6	0.2	6	1	5	3	-9	-1	-6

Rows were taken by chance; about 4.6% have a hit in one of these screens.
